High-throughput results (PubChem BioAssay)
aSyn rescue: qHTS of alpha-syn Inhibitors | Yeast expressing alpha-synuclein, growth rescue, BacTiter-Glo, 24 h | AID 652106, 2013 | 370,000 compounds, 0.14% hits | Potency, µM (doses to about 46.1 µM), for inactives: at the highest dose growth rescue (activation), most hits filed as activators; further: potency means the concentration at half of the fitted maximal effect; % of control where 0% means no effect; nearly all actives have a fitted effect of over 65% in size
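Galactose-induced alpha-syn yeast (OD600=0.02, raffinose-pregrown) + pinned cpd, 24 hr, 30 deg C; growth by BacTiter-Glo luminescence. Growth restoration scores as activation.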
TDP-43 yeast inh: qHTS of TDP-43 Inhibitors | TDP-43 expressing yeast growth rescue, BacTiter-Glo, 24 h | Potency, µM (series often up to 46.1 µM), without a hit: at the highest dose growth rescue (activation), hits mostly activators | 410,000 compounds, 1.8% hits | AID 652104, 2013; further: potency means the concentration at half of the fitted maximal effect; % of control where 0% means no effect; nearly all actives have a fitted effect of over 50% in size
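Yeast cells expressing TDP-43 under galactose induction are exposed to compounds for 24 hr at 30 deg C. BacTiter-Glo luminescence measures growth, so protective compounds score as activators.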
pAkt inh: HTS Assay for Inhibitors of Akt Phophorylation: Primary Screen. activity change, % for hits at 50 µM. Neuro2A IGF-stimulated pAkt S473 HTRF, 20 min; hits give low values. 360,000 compounds, 0.32% hits; in the data active means activity change below about -80%; inconclusive means mostly about -51% to -80%; further: on the % scale 0 is the no-effect control and ±100 the full control effect
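Neuro2A cells in DMEM with 0.5% FBS, overnight at 37 deg C, given compound at single 50 µM final, then IGF (6 nM final) for 20 min at 37 deg C. Lysed; phospho-Akt Ser473 by HTRF after 24 h, 665/615 ratio.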
PTHR1 ag: qHTS for PTHR1 Agonists: Primary Screen; Parathyroid hormone/parathyroid hormone-related peptide receptor (Homo sapiens), Q03431; HEK293 GP2 PTHR1 cells, GloSensor cAMP luminescence, 1 h; Potency, µM (titrated, usually from 115 µM), without a hit: top-dose activation, hits mostly activators; 410,000 compounds, 0.075% hits; AID 743266, 2014; further: potency means the concentration at half of the fitted maximal effect; nearly all actives have a fitted effect of over 55% in size; some results filed as inactive show a strong effect at the top dose; inactives centre near -15; many of its hits are not listed in these tables
Target sequence (Q03431 whole entry, looked up): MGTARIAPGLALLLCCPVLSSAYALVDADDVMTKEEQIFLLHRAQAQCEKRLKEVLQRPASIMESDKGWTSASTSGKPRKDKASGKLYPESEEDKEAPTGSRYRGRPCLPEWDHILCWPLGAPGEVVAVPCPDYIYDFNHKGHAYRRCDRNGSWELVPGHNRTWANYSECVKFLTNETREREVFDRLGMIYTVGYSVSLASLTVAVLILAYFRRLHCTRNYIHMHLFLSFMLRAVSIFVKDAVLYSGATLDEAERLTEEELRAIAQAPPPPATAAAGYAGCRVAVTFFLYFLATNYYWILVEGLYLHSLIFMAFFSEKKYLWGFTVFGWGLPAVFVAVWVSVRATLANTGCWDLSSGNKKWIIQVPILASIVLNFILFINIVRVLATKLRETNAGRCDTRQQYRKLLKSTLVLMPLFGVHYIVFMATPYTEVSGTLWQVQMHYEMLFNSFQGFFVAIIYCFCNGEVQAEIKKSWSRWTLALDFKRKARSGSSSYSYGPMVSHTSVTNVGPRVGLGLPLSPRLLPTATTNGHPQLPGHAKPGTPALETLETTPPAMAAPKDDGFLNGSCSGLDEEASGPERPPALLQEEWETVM
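HEK-293-derived GP2 cells expressing PTHR1 and a GloSensor cAMP reporter, 3,000/well, plated overnight, given luciferin plus IBMX (each 0.5 mM as added) for 1 h at 37 °C, then compound for 1 h at 37 °C. Luminescence was read after 15 min at room temperature.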
Abeta rescue: qHTS for compounds that reverse cellular toxicity of Amyloid beta (A-beta) peptide in yeast: Primary Screen; 410,000 compounds, 0.063% hits; Potency, µM (series often up to 46.1 µM), for inactives: top-dose growth rescue, most hits filed as activators; yeast expressing A-beta42, growth rescue, OD600, 48 h; response scale: 0% DMSO, 100% iron-clioquinol control; further: potency means the concentration at half of the fitted maximal effect; nearly all actives have a fitted effect of over 55% in size
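Growth rescue measured by 600 nm absorbance after 48 h yeast culture at 30 C with compound. Values normalized between DMSO and an equimolar ferric chloride plus clioquinol control.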
FUS suppressor: qHTS for Suppressors of FUS Proteinopathy: Primary screen using FUS-linked yeast assay; 390,000 compounds, 0.24% hits; AID 1347120, 2019; S. cerevisiae FUS-expressing, growth rescue, OD600, 24 h; Potency, µM (titrated, usually from 76.6 µM), for inactives: top-dose growth rescue (activation), most hits filed as activators;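 further: potency means the concentration at half of the fitted maximal effect; plate controls were DMSO vehicle for no effect and reference control for full effect; nearly all actives have a fitted effect of over 55% in size; some results filed as inactive show a strong effect at the top dose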
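Compound concentration series was pinned onto galactose-induced FUS-expressing yeast seeded at OD 0.005. Plates sat 24hr at 30C; absorbance at 600 nm gave growth. DMSO served as background control.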
MmCpn inh: Inhibitors of TCP-1 ring complex (TRiC) of Methanococcus maripaludis (MmCpn): qHTS | purified Mm-Cpn ATPase, ADP Transcreener TR-FRET | Potency, µM (series often up to 76.9 µM), for inactives: at the highest dose activity, negative = inhibition, usual class: inhibitors | 330,000 compounds, 0.031% hits; further: potency means the concentration at half of the fitted maximal effect; on the % scale 0 is the no-effect control and ±100 the full control effect; nearly all actives have a fitted effect of over 80% in size
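TR-FRET (320 nm excitation; 590 and 665 nm emission) reports ADP made from 10 uM ATP by 25 nM enzyme; compounds were preincubated 10 min, reaction run 30 min, both at 37°C.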
GLP1R cytotox: qHTS of GLP-1 Receptor Inverse Agonists: Cytotox Screen; HEK293 cAMP-luciferase reporter cells, luminescence, 24 h; Potency, µM (titrated, usually from 38.3 µM), for inactives: top-dose activity change, negative = inhibition, actives largely listed as inhibitors; 410,000 compounds, 0.13% hits; AID 624418, 2012;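 further: loss of luciferase light is scored as toxicity; potency means the concentration at half of the fitted maximal effect; on the % scale 0 is the no-effect control and ±100 the full control effect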
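Cells in DMEM/10% Nu serum/1% pen-strep, 1536-well format. Pre-incubated 12 h, dosed with 23 nL compound, incubated a further 24 h. Luciferase detection, 12 min at room temp, luminescence.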
GLP1R inv ag: qHTS of GLP-1 Receptor Inverse Agonists (Inhibition Mode) | Glucagon-like peptide 1 receptor (Homo sapiens), P43220 | HEK293 GLP-1R CRE-luciferase, luminescence, 24 h; GLP-1R form is constitutively active | Potency, µM (titrated, usually from 38.3 µM), for inactives: at the highest dose activity change, negative = inhibition, most hits filed as inhibitors | 410,000 compounds, 1.6% hits | AID 624417, 2012; further: potency means the concentration at half of the fitted maximal effect; on the % scale 0 is the no-effect control and ±100 the full control effect; nearly all actives have a fitted effect of over 55% in size
Target sequence (P43220 whole entry, looked up): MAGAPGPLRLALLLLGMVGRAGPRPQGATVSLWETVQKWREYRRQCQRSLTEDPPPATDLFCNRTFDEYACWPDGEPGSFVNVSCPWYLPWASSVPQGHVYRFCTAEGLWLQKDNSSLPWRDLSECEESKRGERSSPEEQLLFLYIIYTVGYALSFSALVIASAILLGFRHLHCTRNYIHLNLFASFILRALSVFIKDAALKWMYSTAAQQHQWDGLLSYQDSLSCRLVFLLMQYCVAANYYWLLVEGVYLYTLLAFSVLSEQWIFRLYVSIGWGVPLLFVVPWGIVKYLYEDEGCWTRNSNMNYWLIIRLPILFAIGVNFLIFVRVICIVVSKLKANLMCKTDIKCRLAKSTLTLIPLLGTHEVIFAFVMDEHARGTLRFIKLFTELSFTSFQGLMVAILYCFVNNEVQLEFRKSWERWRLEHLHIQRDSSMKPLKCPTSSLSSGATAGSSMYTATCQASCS
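Assay principle: reduced luminescence from a cAMP-responsive reporter in HEK293 cells co-expressing a constitutively active GLP-1R. Conditions: 24 hr compound incubation, 37 deg C, 5% CO2.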
* marks the source's active call; other numbers are inactive results; i = inactive; ? = inconclusive; . = no result given; [ ] = remark or other dose. Unless noted, the call rests on the fitted dose curve; in most records, active means well fitted curve in the direction sought with a large enough effect; inconclusive means small, poorly fitted or top-dose-only effect, or another doubt; inactive means no such curve, though single readings can be large; an effect the other way counts as inactive or inconclusive. The list is partial; count on the stated rates, not on these rows.

SMILES	aSyn rescue	TDP-43 yeast inh	pAkt inh	PTHR1 ag	Abeta rescue	FUS suppressor	MmCpn inh	GLP1R cytotox	GLP1R inv ag
CC(NS(=O)(=O)c1ccc(OCC(=O)NCc2ccncc2)cc1)c1ccccc1 (configuration not stated)	2%	25%	i	i	8%	-8%	4%	1%	34%
O=C(NC1CCCC1)C(c1ccc(F)cc1)N(C(=O)c1csnn1)C1CC1 (configuration not stated)	7%	1%	i	-12%	3%	4%	-1%	-2%	-29%
CC(=O)N=C1SC2CS(=O)(=O)CC2N1c1ccccc1Cl (configuration not stated)	-5%	-5%	i	i	-8%[9.22 µM]	-4%	2%	-3%	19%
CN(C)S(=O)(=O)c1cccc(C(=O)OCC(=O)c2c(N)n(C)c(=O)n(C)c2=O)c1	2%	7%[9.22 µM]	i	-78%[inhibitor]	11%	9%	1%	2%	26%
COc1cc(-c2noc(CCCC(=O)Nc3ccc(C(N)=O)cc3)n2)cc(OC)c1OC	0%	-1%	i	-1%	10%	18%	-2%	0%	48%[activator]
CC(=O)c1cccc(NC(=O)CSCc2ccccc2)c1	-1%	?	i	i	-1%	1%	2%	-1%	9%
CCC(C(=O)NCCc1ccc(Cl)cc1)n1nc(C)c2c(C)n(-c3ccccc3)nc2c1=O (configuration not stated)	.	9%	.	i	10%	19%	.	2%	-12%
CCN(CC)CCNc1ccc2nnc(CCNS(=O)(=O)c3ccc(C)cc3)n2n1	-4%	-17%	i	?	-3%	-20%	-2%	-14%	18%
Cc1cc(C)nc(N2CCC(CNC(=O)CCc3ccccc3)CC2)n1	3%	6%	i	i	24%	3%	1%	-2%	-19%
COc1ccccc1/C=N/Nc1cc(C)nc(N2CCOCC2)n1	1%	12%	i	-1%	6%	0%	1%	-2%	-6%
CCN(Cc1ccncc1)C(=O)c1ccco1	0%	14%	i	i	9%	-8%	-1%	10%	40%[activator]
Cc1ccc(CN2CC(C(=O)NCCC3=CCCCC3)CC2=O)cc1 (configuration not stated)	-5%	12%	i	-6%	11%	7%	-1%	-3%	-16%
NC(=O)C1CCN(C(=O)c2cnn(-c3ccccc3)c2NC(=O)c2ccco2)CC1	0%	-2%	i	-17%	0%	-2%	1%	15%	17%
COc1ccc(N(CC(=O)N2CCN(c3ccccc3)CC2)S(=O)(=O)c2ccc(C)cc2)cc1	2%	19%	i	i	2%	4%	5%	7%	24%
O=C1CN(C(=O)COC(=O)c2cccc(Br)c2)c2ccccc2N1	-4%	-14%	i	17%	12%	-11%	1%	-2%	2%
COc1ccc2c(c1)CCc1c(C(=O)Nc3c(C)nn(Cc4ccc(Cl)cc4)c3C)noc1-2	.	16%	.	-9%	-2%	6%	.	0%	?
O=C(Nc1ccc2nc(-c3ccc(Br)o3)[nH]c2c1)c1ccco1	10%	-13%	i	-20%	8%	9%	-2%	0%	29%
CCOC(=O)c1sc(N)c(C#N)c1COC(=O)CNC(=O)c1ccccc1	3%	10%	i	-53%[inhibitor]	13%	9%	-2%	0%	9%
Cc1cccc(CS(=O)(=O)Cc2ccc(C(=O)NCc3ccc(Cl)cc3)o2)c1	.	-1%	.	-14%	-9%	23%	.	-13%	-19%
COc1ccc(NC(=O)c2cc3ccccc3[nH]2)cc1	-2%	10%	i	-9%	-14%	-15%	-12%	-4%	-2%
Cc1[nH]nc(SCC(=O)NC2CCCC2)c1[N+](=O)[O-]	1%	-13%	i	?	-7%	6%	1%	-7%	6%
CCOC(=O)C1CCN(S(=O)(=O)c2c(C(=O)N3CCCCC3)c(C)n(C)c2C)CC1	0%	-10%	i	i	13%	-5%	-4%	-7%	6%
Cc1cccc(N2CCN(c3ccc(NC(=O)/C=C(/C(=O)O)c4ccccc4)cc3)CC2)c1	16%	20%	i	-2%	-17%	-9%	0%	-15%	?
Cc1ccc(Cl)cc1NC(=O)c1oc2ccc(S(=O)(=O)N3CCCCC3)cc2c1C	.	-9%	.	6%	-17%	-7%	.	0%	5%
Cc1ccc(/C=N/N2C(=O)c3ccccc3NC2c2ccc(C)cc2)cc1 (configuration not stated)	-2%	9%	i	-9%	-8%	9%	2%	23%	?
O=C(Nc1nonc1NC(=O)c1cccs1)c1cccs1	-4%	-13%	i	-94%[inhibitor]	-12%	20%	-1%	16%	19%
COc1ccc(S(=O)(=O)N(CC(=O)N2CCCCCC2)c2ccccc2OC)cc1	1%	-14%	i	-6%	-1%	19%	1%	-6%	8%
CC1(C)C2CCC1(CS(=O)(=O)NCc1ccc(C(F)(F)F)cc1)C(=O)C2 (configuration not stated)	14%	14%	i	-14%	23%	23%	0%	-10%	?
NC(=S)NC1CCS(=O)(=O)C1 (configuration not stated)	0%	-13%	i	-4%	-7%	8%	0%	-5%	5%
CSc1nc(-c2ccccc2)[nH]c(=S)c1C(C)=O	-10%	14%	i	?	13%	16%	-2%	-5%	0%
CCOc1ccc(NC(=O)CN2C(=O)NC(CCc3ccccc3)C2=O)cc1OCC (configuration not stated)	-9%	9%	i	i	0%	.	1%	-16%	6%
COc1ccc(NC(=O)C2CCCN(S(=O)(=O)c3cccc4nonc34)C2)cc1Cl (configuration not stated)	.	7%	.	-5%	3%	-27%	.	9%	15%
Brc1ccc2nc(-c3ccncc3)c(NC3CCCC3)n2c1	7%	-2%	i	i	6%	-16%	-1%	-8%	?
COc1ccccc1COc1ccc2c(C)c(CCC(=O)O)c(=O)oc2c1C	6%	1%	i	i	-4%	?	2%	-3%	15%
CC1(C(=O)N(Cc2ccccc2)Cc2ccccc2)CC1(Br)Br (configuration not stated)	-9%	6%	i	-58%[inhibitor]	6%	26%	-4%	5%	4µM*
CN1CCN(C(=O)/C=C/c2ccc([N+](=O)[O-])cc2)CC1	2%	3%	i	i	26%	.	0%	-3%	1%
CC(C)Cn1c(N)c(C(=O)COC(=O)c2ccccc2F)c(=O)n(C)c1=O	-1%	-21%[0.397 µM]	i	i	-14%	30%	2%	2%	?
Cc1ccc([C@@H]2CC=C(C(=O)O)[C@H](c3ccc(C(C)(C)C)cc3)N2S(=O)(=O)c2ccc(C)cc2)cc1	-42%[inhibitor]	-4%	i	-36%	-2%	?	2%	-17%	?
Cc1ccc(-c2nnn(CC(=O)N(CCN3CCOCC3)C(C(=O)NC(C)(C)C)c3ccc(C)o3)n2)cc1 (configuration not stated)	0%	0%	i	i	-2%	19%	0%	-2%	12%
CCOc1ccccc1CNC(=O)C1CCCN(c2ncnc3c2nc2n3CCCCC2)C1 (configuration not stated)	8%	-17%	i	-1%	-4%	0%	0%	1%	?
CCC[C@H]1CN(Cc2ccccc2)C(=O)[C@@H]1CC(=O)NC	?	8%	i	-22%	5%	-31%	.	-7%	5%

Shown with values under each structure: entries from further up.
Second line of a record: aSyn rescue | TDP-43 yeast inh | pAkt inh | PTHR1 ag | Abeta rescue | FUS suppressor | MmCpn inh | GLP1R cytotox | GLP1R inv ag
NC(=S)NC1CCS(=O)(=O)C1 (configuration not stated)
→ 0% | -13% | i | -4% | -7% | 8% | 0% | -5% | 5%
CSc1nc(-c2ccccc2)[nH]c(=S)c1C(C)=O
→ -10% | 14% | i | ? | 13% | 16% | -2% | -5% | 0%
CCOc1ccc(NC(=O)CN2C(=O)NC(CCc3ccccc3)C2=O)cc1OCC (configuration not stated)
→ -9% | 9% | i | i | 0% | . | 1% | -16% | 6%
COc1ccc(NC(=O)C2CCCN(S(=O)(=O)c3cccc4nonc34)C2)cc1Cl (configuration not stated)
→ . | 7% | . | -5% | 3% | -27% | . | 9% | 15%
Brc1ccc2nc(-c3ccncc3)c(NC3CCCC3)n2c1
→ 7% | -2% | i | i | 6% | -16% | -1% | -8% | ?
COc1ccccc1COc1ccc2c(C)c(CCC(=O)O)c(=O)oc2c1C
→ 6% | 1% | i | i | -4% | ? | 2% | -3% | 15%
CC1(C(=O)N(Cc2ccccc2)Cc2ccccc2)CC1(Br)Br (configuration not stated)
→ -9% | 6% | i | -58%[inhibitor] | 6% | 26% | -4% | 5% | 4µM*
CN1CCN(C(=O)/C=C/c2ccc([N+](=O)[O-])cc2)CC1
→ 2% | 3% | i | i | 26% | . | 0% | -3% | 1%
CC(C)Cn1c(N)c(C(=O)COC(=O)c2ccccc2F)c(=O)n(C)c1=O
→ -1% | -21%[0.397 µM] | i | i | -14% | 30% | 2% | 2% | ?
Cc1ccc([C@@H]2CC=C(C(=O)O)[C@H](c3ccc(C(C)(C)C)cc3)N2S(=O)(=O)c2ccc(C)cc2)cc1
→ -42%[inhibitor] | -4% | i | -36% | -2% | ? | 2% | -17% | ?

Three entries already listed, ordered by heavy-atom count, high to low:
SMILES	aSyn rescue	TDP-43 yeast inh	pAkt inh	PTHR1 ag	Abeta rescue	FUS suppressor	MmCpn inh	GLP1R cytotox	GLP1R inv ag
CCOC(=O)C1CCN(S(=O)(=O)c2c(C(=O)N3CCCCC3)c(C)n(C)c2C)CC1	0%	-10%	i	i	13%	-5%	-4%	-7%	6%
CC1(C(=O)N(Cc2ccccc2)Cc2ccccc2)CC1(Br)Br (configuration not stated)	-9%	6%	i	-58%[inhibitor]	6%	26%	-4%	5%	4µM*
CCN(Cc1ccncc1)C(=O)c1ccco1	0%	14%	i	i	9%	-8%	-1%	10%	40%[activator]
